# BAP1 block – blocks human BAP1 ubiquitin-AMC hydrolysis; Q92560; recombinant BAP1, Ub-AMC hydrolysis fluorescence kinetic; stronger effect = lower value; activity remaining (% of control), % at 20 µM; 72,000 compounds, 0.48% hits; AID 436;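 active = activity remaining at or below 50% of control, provided the compound also passes the data quality filters; inactive = the rest, including low values that fail the filters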;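 also: 100% = DMSO wells rate and 0% = substrate alone blank rate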
# Target sequence (Q92560 whole entry, looked up): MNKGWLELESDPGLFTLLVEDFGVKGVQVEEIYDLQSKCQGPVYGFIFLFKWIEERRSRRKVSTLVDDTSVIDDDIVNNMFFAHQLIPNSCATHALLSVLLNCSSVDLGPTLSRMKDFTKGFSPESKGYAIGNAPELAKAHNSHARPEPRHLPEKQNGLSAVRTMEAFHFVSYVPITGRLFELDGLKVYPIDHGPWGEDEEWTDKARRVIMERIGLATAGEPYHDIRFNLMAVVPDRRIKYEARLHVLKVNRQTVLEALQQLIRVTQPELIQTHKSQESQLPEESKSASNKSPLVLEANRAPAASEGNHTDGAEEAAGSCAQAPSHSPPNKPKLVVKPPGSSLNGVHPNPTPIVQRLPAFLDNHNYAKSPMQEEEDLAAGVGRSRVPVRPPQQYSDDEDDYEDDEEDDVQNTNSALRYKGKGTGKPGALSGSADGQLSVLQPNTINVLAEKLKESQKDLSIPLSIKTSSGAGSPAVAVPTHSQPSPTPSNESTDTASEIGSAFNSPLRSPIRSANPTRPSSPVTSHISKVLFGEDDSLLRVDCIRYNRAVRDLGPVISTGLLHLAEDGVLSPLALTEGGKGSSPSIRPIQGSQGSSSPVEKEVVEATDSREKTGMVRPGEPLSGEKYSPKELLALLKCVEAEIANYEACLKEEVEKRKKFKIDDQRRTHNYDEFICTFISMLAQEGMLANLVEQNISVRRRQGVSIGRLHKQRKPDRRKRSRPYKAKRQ
# HePTP inh – blocks human HePTP tyrosine phosphatase; recombinant HePTP phosphatase activity, OD absorbance; inhibition, % at 20 µM; 110,000 compounds, 0.64% hits; in the data active = inhibition above about 50%;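 also: plate controls were vehicle for no effect and reference inhibitor for full effect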
# Target sequence (P35236 whole entry, looked up): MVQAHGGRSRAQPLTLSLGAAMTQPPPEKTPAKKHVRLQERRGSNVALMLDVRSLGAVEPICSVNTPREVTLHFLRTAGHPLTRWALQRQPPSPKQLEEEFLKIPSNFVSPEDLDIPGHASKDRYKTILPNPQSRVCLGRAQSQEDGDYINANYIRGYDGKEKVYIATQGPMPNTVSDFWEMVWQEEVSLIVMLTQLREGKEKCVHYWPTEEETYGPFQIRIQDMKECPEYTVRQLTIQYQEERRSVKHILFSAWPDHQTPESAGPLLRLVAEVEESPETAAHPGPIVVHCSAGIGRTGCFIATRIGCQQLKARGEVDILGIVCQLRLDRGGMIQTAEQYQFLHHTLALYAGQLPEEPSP
# * marks the source's active call; other numbers are inactive results; . = not tested or not shown.
# Values run as follows: BAP1 block, HePTP inh
Cc1ccc(-c2ccccc2NC(=O)C2C3C=CC(C3)C2C(=O)O)o1 (stereo not drawn)
  143, 9
CCn1nnnc1-c1ccc(OC)c(S(=O)(=O)Nc2ccccc2OC)c1
  ., 4
O=C(c1ccccc1)N1CCN(C(=O)c2ccc(F)cc2)CC1
  91, .
Cc1ccn2cc(C(=O)NC3CCN(Cc4ccccc4)CC3)nc2c1
  56, -12
O=C1C=C(NCc2ccco2)CC(c2ccc(Cl)cc2)C1 (stereo not drawn)
  ., 1
CC1=C(C#N)c2nc(N)c(C#N)c(C)c2/C1=C/c1ccc(-c2ccc(C(=O)O)c(Cl)c2)o1
  ., 102*
Cc1cc(Nc2ncc(Cl)cc2Cl)n(-c2ccccn2)n1
  ., -8
CC(C)N(C(=O)COC(=O)c1ccccc1C(=O)N1CCN(c2ccc(F)cc2)CC1)C(C)C
  131, 8
Cc1ccc(-c2c3c(=O)n(C)c(=O)n(C)c3c3nnc4ccccc4n23)cc1
  82, 10
CCc1ccc(S(=O)(=O)Nc2cc(Br)c3oc(C)c(C(C)=O)c3c2)cc1
  50, .
COc1ccc(S(=O)(=O)NC(C)C(=O)Nc2cccc(C(C)=O)c2)cc1 (stereo not drawn)
  88, 10
COc1ccc(C(=O)C(CN2CCCC2)c2ccccc2)cc1 (stereo not drawn)
  71, 5
CCOc1cc(C)nc(N2CCC(C(=O)Nc3ccccc3OCC)CC2)n1
  70, 9
COc1cc(/C=C2/SC(=S)N(CC(=O)N3CCOCC3)C2=O)cc(OC)c1OC
  ., 4
CCc1nc(N2CCN(c3nc(C)cc(C)n3)CC2)c2oc3ccccc3c2n1
  96, -5
COC(=O)c1ccnc(/C=N/O)c1
  99, 4
O=C(Nc1ccc(Cl)c(Cl)c1)C(c1ccccc1)c1ccccc1
  ., 5
O=C(CN1C(=O)CCS(=O)(=O)c2ccccc21)Nc1cccc(Cl)c1
  108, 4
O=C(COc1ccccc1)Nc1ccc(-c2nc3cc(Cl)ccc3o2)cc1
  ., 3
O=C(CSc1nnc(C2COc3ccccc3O2)n1-c1ccccc1)c1cccc([N+](=O)[O-])c1 (stereo not drawn)
  126, .
NC(=O)c1cc2nc(-c3ccc(Cl)c(Cl)c3)cc(C(F)(F)F)n2n1
  ., 7
O=C1c2ccccc2NC(c2ccccc2)N1Cc1ccccc1 (stereo not drawn)
  ., -21
COCc1c(C(=O)OCC(=O)N2c3ccccc3NC(=O)C2(C)C)oc2ccccc12
  111, 12
CC(O)c1cccc(NC(=O)c2nn3c(c2Cl)NC(c2cccs2)CC3C(F)(F)F)c1 (stereo not drawn)
  ., -5
COc1cccc(NC(=O)CN(c2ccc(C)cc2)S(=O)(=O)c2c(C)nn(C)c2C)c1
  101, 2
CCOc1ccc(C(=O)Nc2ccc(C)cc2[N+](=O)[O-])cc1Br
  ., 5
O=C(Nc1nc2ccc([N+](=O)[O-])cc2s1)c1cc(Cl)ccc1Cl
  ., 8
COc1cc(NC(=O)c2cccc(C)c2)cc(OC)c1
  ., -8
COc1cc(NC(=O)c2ccc(Br)o2)ccc1NC(=O)c1ccco1
  ., -4
Cn1c(=O)c2c(nc(N3CCCCCC3)n2CCSc2nc3ccccc3o2)n(C)c1=O
  92, 1
Cc1cc(C)nc(NCCCc2ccccc2)n1
  103, -3
NC1CCN(c2cccc(Cl)n2)CC1
  81, .
CC(C(=O)O)N1C(=O)/C(=C/c2ccc(Cl)cc2Cl)SC1=S (stereo not drawn)
  ., 4
CCOc1ccc(NC(=O)C2CC(=O)N(c3cc(C)cc(C)c3)C2)cc1 (stereo not drawn)
  57, 4
Cc1ccc(S(=O)(=O)CC#CCOC(=O)c2ccc([N+](=O)[O-])cc2)cc1
  93, .
Cc1ccc(-c2cc(NC(=O)c3ccc(Cl)cc3Cl)n[nH]2)cc1
  ., -6
CCOc1ccc(CNC(=O)C2CCCN(S(C)(=O)=O)C2)cc1OC (stereo not drawn)
  97, -1
O=C(/C=C/c1ccccc1)Nc1ccc(S(=O)(=O)N2CCCC2)cc1
  ., -7
O=C(O)C1CCCN1S(=O)(=O)c1ccc2c(c1)CCC2 (stereo not drawn)
  77, 4
C=CCc1cccc2cc(C(=O)N(Cc3ccccc3)Cc3ccccc3)c(=O)oc12
  ., 6
O=C(O)c1cccc(N(CCO)CCO)c1
  ., -11
Cc1sc2nc(SCC(=O)NCCCn3ccnc3)[nH]c(=O)c2c1C
  ., -3
CCCCNCCCCCCOc1ccccc1CC
  ., -6
O=C(O)CSCc1cnn(-c2ccccc2)c1-n1cccc1
  109, 8
Nc1ccc(S(=O)(=O)N2CCCC2)cc1
  97, 4
O=C(c1ccco1)N1CCN(Cc2cccc(Cl)c2)CC1
  ., 4
O=C(c1ccc2c(c1)[nH]c(=S)n1c3ccccc3nc21)N1CCN(c2ncccn2)CC1
  ., 1
CCN(CCCNC(=O)C1CCC(=O)N1C1CCCC1)c1cccc(C)c1 (stereo not drawn)
  99, 5
CCN(C(=O)CSc1nncs1)c1c(N)n(Cc2ccccc2)c(=O)[nH]c1=O
  105, -6
COc1ccccc1Nc1ncccc1C(=O)O
  ., 12

# (more compounds)
# Values run as follows: BAP1 block, HePTP inh
C=CCN1C(=O)/C(=C\c2ccc(-c3ccc(C)cc3Br)o2)C(=O)NC1=S
  ., 102*
CCOC(=O)C1C(=O)CC(C)(O)C(C(=O)OCC)C1/C=C/c1ccccc1 (stereo not drawn)
  94, -13
CCc1ccc(N/C(SCc2cccc(F)c2)=C(/C#N)C(=O)NCc2ccco2)cc1
  32*, 3
CCN(CC)c1ccc(/C=N/NC(=O)/C(=C\c2ccc3c(c2)OCO3)NC(=O)c2ccccc2)cc1
  ., 21
O=C(Oc1ccc(-c2ccccc2)cc1)c1ccccc1[N+](=O)[O-]
  ., 8
COc1ccc(-c2nnc3n2N=C(c2ccccc2)CS3)cc1OC
  86, 3
Cc1nn(S(=O)(=O)c2ccccc2[N+](=O)[O-])c(C)c1Sc1ccccc1
  ., -13
Cn1c(SCC(=O)NCCN2C(=O)CSC2=O)nc2ccccc2c1=O
  116, 5
CC1CCN(S(=O)(=O)c2ccc(NC(=O)c3ccc([N+](=O)[O-])cc3)cc2)CC1
  ., 4
Cc1nc2ccccn2c1/C(O)=C1\C(=O)C(=O)N(CCCN(C)C)C1c1ccc(Cl)cc1 (stereo not drawn)
  99, -9
O=C(C(Cc1ccccc1)N1C(=O)C2C3C=CC(C3)C2C1=O)N1CCCCC1 (stereo not drawn)
  ., -2
O=C(Cc1ccc(Cl)cc1)NC(c1ccccc1)c1ccccc1
  ., -6
COc1ccccc1CC(=O)Nc1cc([N+](=O)[O-])ccc1OC
  ., 4
CC(C)Cc1nn2c(=O)cc(O)nc2s1
  ., 5
CCOC(=O)C1CCCCN1C(=O)CCc1c(C)nc2cc(-c3ccccc3)nn2c1C (stereo not drawn)
  97, 7
Cc1cc(OCCOCCN2CCCC2)ccc1C(C)C
  94, 1
Cc1cc(C)nc(SCc2cccc(C(=O)O)c2)n1
  95, 7
C/C(=N\O)C(=O)NCCCn1ccnc1
  94, -8
CC(C)CCn1c(CN2CCN(Cc3ccccc3)CC2)nc2c1c(=O)[nH]c(=O)n2C
  108, 12
COc1ccc(C(=O)Nc2c(C)ccc3nsnc23)cc1[N+](=O)[O-]
  ., 8
CCC1=NN(C(=O)COc2ccccc2)C(O)(c2ccncc2)C1 (stereo not drawn)
  ., 1
CCC1(N(C(C)=O)c2ccc(OC)cc2)C(=O)c2ccccc2C1=O
  89, -6
Cc1ccc(C(C)C)c(OCC(O)Cn2cnc3ccccc32)c1 (stereo not drawn)
  ., 9
Cc1cc(C)nc(/N=C2/NC(=O)CS2)n1
  105, 14
Cc1cc(C(=O)Nc2nc3c(s2)CCCC3)cs1
  79, -7
O=C(NCc1ccncc1)c1ccc(C#CC2(O)CCCCC2)cc1
  ., -4
Cc1ccc2cccc(SCC(=O)c3ccc(Br)cc3)c2n1
  ., -2
Cc1ccc(OCc2nnc(NC(=O)Nc3ccccc3)s2)c(C)c1
  ., 3
CC(=O)Nc1ccc(-c2cc3ccccc3o2)cc1
  87, 8
COc1ccc(CN2CCN(S(C)(=O)=O)CC2)c(OC)c1
  ., 2
N#CCCSCc1ccc(OCC(=O)O)cc1
  91, 1
O=C(Nc1ccc2oc(=O)ccc2c1)c1ccco1
  58, 3
c1ccc(Nc2nn[nH]n2)cc1
  ., 4
CCn1cc(Br)c(C(=O)NCc2ccco2)n1
  87, 5
O=C(N1CCOCC1)C1(c2ccccc2)CCCCC1
  128, 7
COc1ccc(CCNC(=O)Cn2cnc3c(nnn3Cc3ccccc3F)c2=O)cc1OC
  100, .
Cc1ccccc1OCCSc1ncnc2nc[nH]c12
  ., 10
CCOC(=O)c1sc(NC(=O)c2ccc(OCC)c(Cl)c2)nc1C
  ., 10
Cc1ccc(/C=C2\SC(N3CCC(C)CC3)=NC2=O)cc1
  ., -2
CC1CCN(c2nc3ccccc3n3cnnc23)CC1
  ., -2

# 2 entries picked at random from the list so far:
# Values run as follows: BAP1 block, HePTP inh
O=C(Nc1nc2ccc([N+](=O)[O-])cc2s1)c1cc(Cl)ccc1Cl
  ., 8
C=CCN1C(=O)/C(=C\c2ccc(-c3ccc(C)cc3Br)o2)C(=O)NC1=S
  ., 102*

# (listing goes on)
# Values run as follows: BAP1 block, HePTP inh
Cc1cccc(C2C(=O)c3ccccc3C2=O)c1C
  ., -14
Cn1c(Cl)nc2ccccc21
  107, -4
COCCN1C(=O)C(=O)/C(=C(/O)c2ccccc2)C1c1ccc(C(C)C)cc1 (stereo not drawn)
  64, 9
CCCOc1ccc(C2C(C(=O)c3ccco3)=C(O)C(=O)N2CCN2CCOCC2)cc1OC (stereo not drawn)
  107, 3
Cc1ccc2c(c1)N(CCCC(=O)NCCCN1CCCC1=O)C(=O)CO2
  102, 8
Cc1ccc2c(c1)NC(=O)C(CC(=O)NC1CCCCC1C)O2 (stereo not drawn)
  98, 11
COCCn1c(SCc2nc3sc(C(=O)OC)c(C)c3c(=O)[nH]2)nc2ccccc21
  52, 4
Cc1ccc(N2CN=c3s/c(=C\c4cccnc4)c(=O)n3C2)cc1
  82, 10
COc1cc(OC)cc(C(=O)N2CCN(C3CCN(Cc4ccccc4)CC3)CC2)c1
  ., 9
CCn1nnnc1SCC(=O)Nc1cc(OC)cc(OC)c1
  115, 14

# Five compounds from above, ordered by formula weight, largest number first.
# Values run as follows: BAP1 block, HePTP inh
CCCOc1ccc(C2C(C(=O)c3ccco3)=C(O)C(=O)N2CCN2CCOCC2)cc1OC (stereo not drawn)
  107, 3
COCCn1c(SCc2nc3sc(C(=O)OC)c(C)c3c(=O)[nH]2)nc2ccccc21
  52, 4
COc1cc(OC)cc(C(=O)N2CCN(C3CCN(Cc4ccccc4)CC3)CC2)c1
  ., 9
Cc1ccc(N2CN=c3s/c(=C\c4cccnc4)c(=O)n3C2)cc1
  82, 10
Cc1cccc(C2C(=O)c3ccccc3C2=O)c1C
  ., -14

# Next part.
# Values run as follows: BAP1 block, HePTP inh
CCOC(=O)c1cc(CC)sc1NC(=O)c1ccc(Br)cc1
  113, .
COc1ccc(-c2noc(N(C)CC(=O)Nc3cccc(C(F)(F)F)c3)n2)cc1
  62, -5
O=C(O)C1C2C=CC3(CN(Cc4ccccc4)C(=O)C13)O2 (stereo not drawn)
  ., 5
CC(C)c1ccc(N2C(=O)NC(=O)/C(=C/c3ccc(N(C)C)cc3)C2=O)cc1
  ., 12
Cc1ccc(C(=O)Nc2ncccn2)o1
  ., 8
O=C(c1cccc(Cl)c1)N1CCN(C2CCCCCC2)CC1
  85, 2
COc1cccc2c3c(c(C)nc12)CC(C)O3 (stereo not drawn)
  273, -1
Cc1ccc(C(NC(=O)Cc2ccccc2)c2ccc3cccnc3c2O)cc1 (stereo not drawn)
  334, .
COc1ccc(NC(=O)C2C3C=CC(O3)C2C(=O)O)c(OC)c1 (stereo not drawn)
  ., -1
CCN(CCCn1c(=S)[nH]c2ncccc2c1=O)c1ccccc1
  ., 8
CCn1c(N2CCN(C(=O)C34CC5CC(CC(C5)C3)C4)CC2)nc2ccccc21
  94, 6
Cc1cc(/C=C2\C(=O)NC(=S)N(c3cccc(Cl)c3)C2=O)c(C)n1-c1cccnc1
  ., -5
O=c1[nH]cc(NCc2ccco2)c(=O)[nH]1
  75, .
C=CCOc1ccc(C=C2C(=O)NC(=O)NC2=O)cc1OC
  ., 4
COc1ccccc1-n1c(O)c(C=Nc2ccccc2Cl)c(=O)[nH]c1=O
  ., 6
O=C(CSc1nnc(-c2cccs2)n1-c1ccccc1)N1CCc2ccccc21
  ., 8
Cc1cccc(C(=O)Nc2ccc3nn(-c4ccc(F)cc4)nc3c2)c1
  ., -11
O=c1cc(N2CCC3(CC2)OCCO3)[nH]c(=O)n1C1CCCCC1
  103, 1
CN1C(=O)c2cccc(NC(=O)Cc3ccccc3)c2C1=O
  84, -2
O=C(O)c1ccccc1Nc1nc2nc3ccccc3c(=O)n2cc1Br
  ., -5
Cc1csc2ncc(C(=O)Nc3ccccc3Cl)c(=O)n12
  66, 6
Cc1ccc(NC2=CC(c3ccccc3[N+](=O)[O-])N(c3ccc(C)cc3)C2=O)cc1 (stereo not drawn)
  ., -7
Cc1nc2cc(-c3ccc(F)cc3)nn2c(C)c1Cl
  ., 2
CCOC(=O)CNC(=O)CSc1nc2cccnc2n1Cc1ccccc1
  84, 6
C=CCNC(=S)NNC(=O)COc1cccc(C)c1
  ., 1
COc1cc(OC)c(C2SCCN2S(=O)(=O)c2ccc3ccccc3c2)cc1OC (stereo not drawn)
  ., -2
COc1ccccc1Nc1n[nH]c(=S)n1-c1ccccc1OC
  69, .
CCOC(=O)C1CCCN(C(=O)c2ccc3c(c2)NC(=O)C(N2CCOCC2)S3)C1 (stereo not drawn)
  91, -2
COc1ccc(CNC(=O)COc2ccc(Cl)cc2C)cc1
  ., 0
Cc1c(C(=O)NC2CCCCCC2)cccc1[N+](=O)[O-]
  ., -2

# Screening results: PubChem BioAssay, several laboratories
